AT treatment = qHTS Assay for Identifying a Potential Treatment of Ataxia-Telangiectasia; […] A-T fibroblasts, KAP-1 phosphorylation AlphaLISA; neocarzinostatin DNA damage 30 min before lysis; Potency, µM (highest dose often 57.5 µM), without a hit: at the top dose activation, actives largely listed as activators; actives 0.19% (n = 320,000); also: potency is read from the fitted curve at half-maximal effect; % of control where 0% means no effect; nearly all actives have a fitted effect of over 45% in size
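ATM-like activity read as KAP-1 phosphorylation via AlphaLISA donor/acceptor antibody pairs after lysis and 6 hr at 25C. Cells were ATM-null patient fibroblasts ([…], hTERT), dosed 60 min, then exposed to the DSB inducer NCS for 30 min.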
Integrin act MD = qHTS for Activators of Integrin-Mediated Alleviation for Muscular Dystrophy; Potency, µM (top dose mostly 38.3 µM), without a hit: top-dose activation, hits mostly activators; actives 0.064% (n = 350,000); alpha7betagal myoblasts, beta-gal FDG fluorescence, 48 h; AID 624291, 2012;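 also: potency is read from the fitted curve at half-maximal effect; 100% = response of the positive control SU9516; nearly all actives have a fitted effect of over 60% in size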
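alpha7betagal+/- myoblasts (passage 13, 250/well) treated 48 h at 37C with compounds at 1:260 dilution of DMSO stock. Lysed, then beta-galactosidase activity read as FDG fluorescence (ex 480/em 540) after 30 min, with pre-read for autofluorescence.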
Tb PFK inh = qHTS Assay to Find Inhibitors of T. brucei phosphofructokinase | T. brucei PFK, ADP-Glo luminescence | actives 0.17% (n = 330,000) | AID 485367, 2010 | Potency, µM (top dose mostly 57.5 µM), for the others: top-dose activity, negative = inhibition, hits mostly inhibitors | ATP-dependent 6-phosphofructokinase (Trypanosoma brucei brucei), O15648;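 also: potency is read from the fitted curve at half-maximal effect; 0% = uninhibited 1x PFK enzyme wells and -100% = no-enzyme wells; nearly all actives have a fitted effect of over 60% in size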
Target sequence (O15648 whole entry, looked up): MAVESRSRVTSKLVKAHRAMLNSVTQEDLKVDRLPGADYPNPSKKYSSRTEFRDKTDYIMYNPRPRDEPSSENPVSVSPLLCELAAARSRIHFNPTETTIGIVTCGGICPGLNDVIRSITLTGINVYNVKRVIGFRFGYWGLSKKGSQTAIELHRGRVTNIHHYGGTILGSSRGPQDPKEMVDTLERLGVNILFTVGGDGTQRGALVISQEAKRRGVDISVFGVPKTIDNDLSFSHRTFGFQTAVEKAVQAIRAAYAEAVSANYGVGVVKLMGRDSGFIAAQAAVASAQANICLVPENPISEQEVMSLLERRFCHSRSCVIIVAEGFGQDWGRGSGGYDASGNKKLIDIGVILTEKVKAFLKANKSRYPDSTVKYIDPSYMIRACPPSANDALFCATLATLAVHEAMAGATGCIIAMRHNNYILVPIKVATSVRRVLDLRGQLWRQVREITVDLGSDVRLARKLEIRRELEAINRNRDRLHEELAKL
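Luminescent ADP detection (ADP-Glo, two-step: ATP depletion then ADP-to-ATP conversion for luciferase) reported PFK activity after 45 min room-temperature reaction of 1.25 nM enzyme with 0.5 mM F6P and 0.1 mM ATP at pH 8.0.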
Mito fusion yeast = qHTS Assay for Small Molecule Inhibitors of Mitochondrial Division or Activators of Mitochondrial Fusion | S. cerevisiae fusion-defective mutant growth rescue, CellTiterGlo 48 h | Potency, µM (titrated, usually from 46.1 µM), without a hit: top-dose growth rescue (activation), actives largely listed as activators | actives 0.23% (n = 320,000);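 also: potency is read from the fitted curve at half-maximal effect; % of control where 0% means no effect; nearly all actives have a fitted effect of over 45% in size; temperature-sensitive fusion mutants such as fzo1-1 at 37 °C on non-fermentable ethanol glycerol medium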
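Growth-rescue viability read-out: after 48 h at the non-permissive 37C in glycerol/ethanol YPEG, yeast mitochondrial fusion mutants are measured by CellTiterGlo luminescence; compounds (23 nl pinned per well) restoring growth score as division inhibitors or fusion activators.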
TSHR antag = Antagonists of the Thyroid Stimulating Hormone Receptor: HTS campaign; TSHR-expressing cells, TSH-stimulated cAMP HTRF, 2 h; hits give low values; actives 0.2% (n = 330,000); activity change, negative = inhibition, % at 11.5 µM; Thyrotropin receptor (Homo sapiens), P16473;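 active = activity change below a set negative limit, meaning inhibition stronger than a set level, cut at about -70% in these data; inconclusive = activity change between two set negative limits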; also: % is scaled to controls: 0 for no effect and ±100 for the full control effect
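Antagonism was scored as loss of TSH-driven cAMP in TSHR cells, stimulated with 4nM TSH (EC80) for 2 hours at 37 deg C and detected by homogeneous HTRF competition immunoassay.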
ELG1 repair inh = qHTS screen for small molecules that inhibit ELG1-dependent DNA repair in human embryonic kidney (HEK293T) cells expressing luciferase-tagged ELG1 | HEK293T ELG1-luciferase reporter, luminescence, 16 h; DNA damage induced by 5-fluorouridine | Potency, µM (highest dose often 46.1 µM), for inactives: at the top dose activity change, negative = inhibition, actives largely listed as inhibitors | actives 2.3% (n = 330,000); also: potency is read from the fitted curve at half-maximal effect; % is scaled to controls: 0 for no effect and ±100 for the full control effect; nearly all actives have a fitted effect of over 55% in size
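5-Fluorouridine DNA damage + compound/DMSO, 2,000 cells/well, 16 h, 37 °C/5% CO2. ONE-Glo, 30 min RT, luminescence. Readout = decrease in reporter signal.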
S-ASM inh = Inhibitors of Secretory Acid Sphingomyelinase (S-ASM): qHTS. actives 0.006% (n = 340,000). Sphingomyelin phosphodiesterase (Homo sapiens), P17405. Potency, µM (titrated, usually from 57.5 µM), inactives show at the highest dose activity change, negative = inhibition, hits mostly inhibitors. placental ASM, HMU-PC fluorogenic substrate, 60 min; also: potency is read from the fitted curve at half-maximal effect
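Human placenta-derived ASM preincubated with compound 10 min at room temperature, then reacted with 9 uM (final) fluorogenic HMU-PC substrate for 60 min at 37 C. Stop solution raises pH to 10; fluorescence read at Ex 386/Em 447 nm.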
TSG101-PTAP inh = qHTS Assay for Iinhibitors of HIV-1 Budding by Blocking the Interaction of PTAP/TSG101; Tumor susceptibility gene 101 protein (Homo sapiens), Q99816; 340,000 tested, under 10 active; Fluorescence polarization, FITC-PTAP peptide / Tsg101 binding; AID 493005, 2010; Potency, µM (top dose mostly 115 µM), inactives show at the top dose activity change, negative = inhibition, most hits filed as inhibitors; active = well fitted inhibition curve with a large enough effect in the main read-out, with a control signal flat, not every such curve was filed as active; inconclusive = small, poorly fitted or top-dose-only effect, or effect the other way, or a change in a side signal; inactive = no such curve, though single readings can be large or run the other way; also: potency is read from the fitted curve at half-maximal effect; % of control where 0% means no effect
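Fluorescence anisotropy tracks displacement of a FITC-tagged PTAP peptide (50 nM) from the Tsg101 binding domain (10 uM), following a 20 min room-temperature incubation at pH 7.5.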
TCR activator = Activators of T cell receptors: qHTS campaign | Potency, µM (series often up to 9.22 µM), for the others: top-dose activation of IL-2 secretion, actives largely listed as activators | 330,000 tested, under 10 active | primary human leukocytes, anti-CD3, IL-2 HTRF, 48 h; also: % of control where 0% means no effect
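Primary human leukocytes receive a-CD3 beads and test compound and are incubated 48 hr. Secreted IL-2 is then assayed by HTRF, measuring 665nm acceptor emission after 320nm excitation of the europium donor.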
Eya2 inh = qHTS Assay for Inhibitors of the Phosphatase Activity of Eya2. recombinant Eya2, OMFP fluorescence dephosphorylation (OMFP is methylfluorescein phosphate). Potency, µM (doses to about 76.9 µM), for the others: at the highest dose activity, negative = inhibition, actives largely listed as inhibitors. actives 0.006% (n = 330,000). AID 488837, 2010; also: potency is read from the fitted curve at half-maximal effect; % is scaled to controls: 0 for no effect and ±100 for the full control effect
Target sequence (O00167 whole entry, looked up): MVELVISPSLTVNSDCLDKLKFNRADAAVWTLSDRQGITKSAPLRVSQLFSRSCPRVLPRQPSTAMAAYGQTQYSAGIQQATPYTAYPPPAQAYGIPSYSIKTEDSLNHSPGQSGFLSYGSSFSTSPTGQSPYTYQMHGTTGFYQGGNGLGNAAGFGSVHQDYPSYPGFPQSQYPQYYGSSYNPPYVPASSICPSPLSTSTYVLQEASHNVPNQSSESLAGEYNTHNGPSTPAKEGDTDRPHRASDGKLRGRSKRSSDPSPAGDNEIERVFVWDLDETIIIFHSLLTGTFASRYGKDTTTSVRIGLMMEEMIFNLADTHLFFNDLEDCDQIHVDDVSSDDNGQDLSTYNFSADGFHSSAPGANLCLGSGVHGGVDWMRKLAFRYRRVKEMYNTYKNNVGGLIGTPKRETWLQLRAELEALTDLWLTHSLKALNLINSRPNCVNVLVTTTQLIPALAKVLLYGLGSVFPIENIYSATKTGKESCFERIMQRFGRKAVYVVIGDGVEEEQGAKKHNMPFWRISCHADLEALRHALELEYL
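Eya2 protein (added as 0.2 uM solution) was preincubated with compound for 10 min at ambient temperature in 50 mM HEPES pH 7.5, 50 mM NaCl, 5 uM MgCl2, 0.05% BSA, 1 mM DTT. OMFP (added at 50 uM) then reacted 10 min; fluorescence read at 485/525 nm.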
BCR signal inh = qHTS Assay to Find Inhibitors of Chronic Active B-Cell Receptor Signaling. ABC-DLBCL IkBa-CBG/CBR reporter, luminescence ratio, 4 h. Potency, µM (titrated, usually from 46.1 µM), for the others: at the top dose ratio change, negative = lower green/red ratio, actives largely listed as inhibitors. actives 0.05% (n = 340,000). AID 493014, 2011; active = well fitted inhibition curve with a large enough effect in the signal ratio, with a control signal flat, not every such curve was filed as active; inconclusive = small, poorly fitted or top-dose-only effect, or effect the other way, or a change in a side signal; the % refers to the signal ratio;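 also: potency is read from the fitted curve at half-maximal effect; plate controls were basal doxycycline-induced cells for no effect and cells given 10 µM MG132 for full effect; MG132 reads +100%, hits lower the ratio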
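Doxycycline induced both beetle luciferases in TMD8 lymphoma cells; IKK-driven degradation limits the IkappaBalpha-fused green signal, while red luminescence normalises for cell number and nonspecific effects. Compounds tested up to 46 uM, 4 hrs.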
* hit, by the source's call; ? = inconclusive; nt = no result given; [ ] = remark or other dose. Unless noted, calls follow the shape of the dose curve; as a rule, active = well fitted curve in the direction sought with a large enough effect; inconclusive = small, poorly fitted or top-dose-only effect, or another doubt; inactive = no such curve, though single readings can be large; an effect the other way counts as inactive or inconclusive.

Below each SMILES: AT treatment, Integrin act MD, Tb PFK inh, Mito fusion yeast, TSHR antag, ELG1 repair inh, S-ASM inh, TSG101-PTAP inh, TCR activator, Eya2 inh, BCR signal inh
- COCC(C)n1c(C)cc(C(=O)COC(=O)c2ccc3c(c2)NC(=O)CS3)c1C (stereo not drawn)
→ -9%, 18%, -6%, 3%, -3, ?, -7%, -12%, 4%[46.1 µM], -5%, -2%
- O=c1[nH]c2cc3c(cc2cc1CN(Cc1nnnn1CC1CCCO1)C1CCCCC1)OCO3 (stereo not drawn)
→ 2%, 7%, -9%, 2%, 2, ?, 55%, -4%, -5%, 28%, ?
- O=C1CC(c2cccc(Oc3ccccc3)c2)NC(=O)N1 (stereo not drawn)
→ -2%, -3%, -7%, 2%, -7, 4%, -2%, -8%, nt, -10%[15.4 µM], -3%
- Cn1nnnc1Sc1ncnc2scc(-c3cccc4c3sc3ccccc34)c12
→ 16%, nt, 2%, nt, -17, ?, -5%, -1%, 2%, 6%, -6%
- O=C(CNC(=O)c1[nH]cnc1C(=O)NC(c1ccccc1)c1ccccc1)OCc1ccccc1
→ 14%, 3%, -6%, 4%, 25, -18%, -12%, -7%, 0%, 4%, ?
- CCc1nc(N[C@@H](Cc2c[nH]c3ccccc23)C(=O)O)c2oc3ccccc3c2n1
→ 0%, 5%, 8%, 1%, -13, 19%, 1%, -6%, -3%, 6%, -9%
- COc1ccc(Cl)cc1NC(=O)C1CCCN(c2cc(C)nc3ncnn23)C1 (stereo not drawn)
→ 4%, -13%, 1%, 3%, -2, -21%, 0%, -7%, 5%, -6%, 0%
- COc1ccc(CNC(=O)C2=CC(c3ccc(C)cc3)=NS(=O)(=O)N2C)cc1
→ -1%, 1%, 2%, 7%, -4, 20%, -13%, -1%, -7%, -8%, -3%
- COc1ccc(/C=N/Nc2ccc([N+](=O)[O-])cc2S(=O)(=O)N2CCN(C)CC2)cc1
→ 2%, -14%, 3%, -4%, -2, 16%, 4%, ?, 5%[46.1 µM], -2%, 1%
- CN1CCC(=O)N([C@H](CN=[N+]=[N-])Cc2ccccc2)CC1
→ 5%, -8%, 1%, -2%, 6, -23%, 9%, -2%, 11%, 5%, 0%
- Cn1c(SCC(=O)NCc2ccc(F)cc2)ncc(C(=O)Nc2ccccc2)c1=O
→ 12%, 5%, 1%, 4%, 14, 7%, -7%, 0%, 2%, 0%, -13%
- CCC(C)C(=O)Nc1nc(C)c(-c2csc(Nc3cc(Cl)ccc3OC)n2)s1 (stereo not drawn)
→ 2%, -45%[inhibitor], -1%, -2%, -8, ?, -2%, -7%, -4%, -7%, ?
- Cc1oc(-c2ccccc2)cc1C(=O)Nc1cccc(C(=O)O)c1
→ -1%, -15%, 0%, 5%, 2, ?, -17%, -7%, 1%, 4%, ?
- C=CCn1c(COc2ccc(Cl)cc2)nnc1SCC(=O)NCC(=O)OCC
→ ?, 0%, -7%, -8%, 6, 4%, 3%, 4%, 3%, -4%, 4%
- COc1ccc(/C=C(/NC(=O)c2ccccc2)C(=O)NCCN2CCOCC2)cc1OC
→ -1%, -8%, -1%, 0%, 3, 1%, 2%, 0%, 0%, -4%, -1%
- CCOC(=O)c1sc(NC(=O)Nc2ccc(Cl)cc2)cc1C
→ -17%, -52%[inhibitor], 14%, 0%, -12, 14%, -13%, 0%, 6%, -36%, ?
- COC(=O)C(NC(=O)c1ccc(OC)cc1)(Nc1ncc(S(=O)(=O)c2ccc([N+](=O)[O-])cc2)s1)C(F)(F)F (stereo not drawn)
→ -5%, -22%, -1%, 0%, 18, ?, -9%, -7%, 1%, -17%, 6%
- CCCOC(=O)C(C)n1c(-c2ccccc2)nc2ccccc2c1=O (stereo not drawn)
→ 19%, 15%, 4%, -5%, 45, -23%, 6%, -1%, nt, -9%, ?
- N#Cc1cccc(NC(=O)COC(=O)CCc2ccc(S(=O)(=O)N3CCOCC3)cc2)c1
→ -3%, 0%, -14%, 5%, -11, 9%, 2%, -1%, 4%, -5%, -8%
- COc1ccc(NC(=S)Nc2ccccn2)cc1
→ 44%, 2%, 1%, -7%, 20, ?, 0%, -1%, 0%, -14%, ?

Full records from above.
Entry for `Cc1oc(-c2ccccc2)cc1C(=O)Nc1cccc(C(=O)O)c1` = AT treatment = -1%; Integrin act MD = -15%; Tb PFK inh = 0%; Mito fusion yeast = 5%; TSHR antag = 2; ELG1 repair inh = ?; S-ASM inh = -17%; TSG101-PTAP inh = -7%; TCR activator = 1%; Eya2 inh = 4%; BCR signal inh = ?
Entry for `COC(=O)C(NC(=O)c1ccc(OC)cc1)(Nc1ncc(S(=O)(=O)c2ccc([N+](=O)[O-])cc2)s1)C(F)(F)F` (stereo not drawn) = AT treatment = -5%; Integrin act MD = -22%; Tb PFK inh = -1%; Mito fusion yeast = 0%; TSHR antag = 18; ELG1 repair inh = ?; S-ASM inh = -9%; TSG101-PTAP inh = -7%; TCR activator = 1%; Eya2 inh = -17%; BCR signal inh = 6%
Entry for `C=CCn1c(COc2ccc(Cl)cc2)nnc1SCC(=O)NCC(=O)OCC` = AT treatment = ?; Integrin act MD = 0%; Tb PFK inh = -7%; Mito fusion yeast = -8%; TSHR antag = 6; ELG1 repair inh = 4%; S-ASM inh = 3%; TSG101-PTAP inh = 4%; TCR activator = 3%; Eya2 inh = -4%; BCR signal inh = 4%

More records follow.
Below each SMILES: AT treatment, Integrin act MD, Tb PFK inh, Mito fusion yeast, TSHR antag, ELG1 repair inh, S-ASM inh, TSG101-PTAP inh, TCR activator, Eya2 inh, BCR signal inh
- O=C(NCc1nnnn1-c1ccc(F)c(F)c1)c1cc2ccccc2o1
→ 8%, 16%, -5%, 2%, 6, 0%, -1%, -2%, -5%, 7%, -4%
- O=C(NCc1ccco1)c1ccc(Cl)s1
→ -1%, -22%, 3%, 5%, -1, -7%, -3%, -5%, -1%, -9%, 2%
- CCOc1nc2cnccc2n(CC(=O)Nc2ccccc2C(=O)OC)c1=O
→ -7%, -2%, 3%, 3%, 9, 18%, 4%, -5%, 0%, -4%, -15%
- O=C(Nc1nc(-c2ccncc2)cs1)c1ccc(F)cc1
→ -5%, 28%, -3%, -1%, -4, 11%, -8%, -1%, -6%, 15%, 15%
- COC(=O)c1ccc(NC(=O)CSCc2ccc(C)cc2)cc1
→ 7%, 15%, 2%, 1%, -14, -4%, -2%, -1%, -3%, -12%, 13%
- COc1ccc(-c2nn(-c3ccccc3)cc2CNC(C)Cn2cncn2)c(F)c1 (stereo not drawn)
→ 3%, -8%, 0%, -5%, -5, ?, 0%, -3%, -4%, 2%, -18%
- CCOC(=O)CNC(=O)c1cn(C)c(=O)c2cc(OC)c(OC)cc12
→ 2%, 16%, 1%, -2%, 29, ?, 2%, -8%, -10%, 2%, ?
- CCCC(c1nnnn1CS(=O)(=O)c1ccc(C)cc1)N1CCC(C(N)=O)CC1 (stereo not drawn)
→ 0%, 0%, 1%, 3%, -6, 0%, 3%, -5%, 13%, -2%, 1%
- COc1ccc2nc(SC)cc(C)c2c1
→ -1%, 3%, -4%, 8%, 5, 19%, 6%, -2%, -1%, 4%, 1%
- COc1ccc(/C=C/C(=O)Nc2ccccc2C(=O)N2CCCC2)cc1
→ 4%, 20%, 3%, 0%, 0, 0%, 1%, -4%, 2%, -4%, ?
